DAX1 inh-1: inhibitors of human orphan nuclear receptor DAX1 (NR0B1). P51843. HEK293 Gal4-DAX1 luciferase reporter, luminescence. inhibition, % at 6.75 µM. 340,000 compounds, 0.99% hits. AID 504766;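 active means inhibition above the mean over all tested compounds plus 3 SD, cut at about 4.2% in these data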;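 further: 0% = DAX1-transfected cells with DMSO and 100% = empty-vector control cells with DMSO; inhibition shows as a rise in luminescence from relieved DAX1 repression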
hcDAF12 agonist: activates DAF-12 receptor from parasite H. contortus. HEK293 hcDAF-12 lit1-tk-luc reporter, luminescence; 0% DMSO, 100% Δ7-dafachronic acid. activation, % at 6.8 µM. 370,000 compounds, 1.4% hits. AID 652067;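 active means activation above the mean of all tested compounds plus 3 SD, cut at about 5.5% in these data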;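 further: 100% = response to 3 µM Δ7-dafachronic acid high control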
GAA850 FXN act: frataxin GAA850 promoter activation; AID 540364; activation, % at 6 µM; HEK293 lucGAA850 FXN promoter luciferase reporter, 24 h; percent of 10 µM SAHA response; 360,000 compounds, 0.56% hits;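 active means activation above the average of all compounds screened plus 3 SD, cutoff fixed separately per campaign, cut at about 7.5% in these data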;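 further: 0% = DMSO wells and 100% = 10 µM SAHA wells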
NR1D1 modulator: modulators of human Rev-erb alpha DNA binding. Rev-erbα–FITC-DNA binding, fluorescence polarization, 90 min. P20393. activity, % at 10 µM. 370,000 compounds, 0.79% hits;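 active means activity above about 14%, limit read from the data; passing the limit was not always enough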;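 further: 0% = DMSO wells with 35 nM protein and 100% = DMSO wells with 750 nM protein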
Target sequence (P20393 whole entry, looked up): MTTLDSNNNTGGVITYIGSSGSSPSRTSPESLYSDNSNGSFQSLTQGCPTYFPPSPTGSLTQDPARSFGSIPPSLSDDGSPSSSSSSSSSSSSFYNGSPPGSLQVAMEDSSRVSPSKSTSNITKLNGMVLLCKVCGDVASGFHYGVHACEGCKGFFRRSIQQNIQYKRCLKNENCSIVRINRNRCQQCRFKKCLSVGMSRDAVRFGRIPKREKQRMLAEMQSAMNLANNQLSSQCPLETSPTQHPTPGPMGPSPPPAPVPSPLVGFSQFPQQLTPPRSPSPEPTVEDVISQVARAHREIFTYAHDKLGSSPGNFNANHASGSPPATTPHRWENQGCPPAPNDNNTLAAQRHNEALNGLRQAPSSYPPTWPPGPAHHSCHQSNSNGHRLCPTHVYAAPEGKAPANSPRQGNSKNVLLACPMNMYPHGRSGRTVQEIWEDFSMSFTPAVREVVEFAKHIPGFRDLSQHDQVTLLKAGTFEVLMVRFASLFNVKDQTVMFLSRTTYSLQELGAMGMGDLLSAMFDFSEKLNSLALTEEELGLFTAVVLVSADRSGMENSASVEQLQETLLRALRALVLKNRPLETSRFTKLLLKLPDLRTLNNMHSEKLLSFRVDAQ
SMARCA2 act: SMARCA2 function activation, primary screen | MG213 cells, MMTV-luciferase reporter, dexamethasone, overnight | activation, % at 9.1 µM | AID 652017 | 370,000 compounds, 1% hits; in the data active means activation above about 7.8%;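 further: 0% = vehicle wells and 100% = reference activator wells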
DAX1 inh-2: blocks DAX1 repression of SF-1 activated StAR promoter; inhibition, % at 6.8 µM; HEK293T StAR-luciferase reporter, SF-1/DAX-1 repression relief; AID 652010; 370,000 compounds, 1.1% hits;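 active means inhibition above the mean over all tested compounds plus 3 SD, cut at about 3.6% in these data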;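 further: 0% = DAX-1 cells with DMSO and 100% = cells lacking DAX-1 with DMSO; higher inhibition means more luminescence from relief of DAX-1 repression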
sPLA2-III inh: Blocks human group III sPLA2 activity; QFRET BODIPY PC-A2 liposome hydrolysis, fluorescence; 370,000 compounds, 0.56% hits; Q9NZ20; inhibition, % at 12.2 µM;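 active means inhibition above mean plus 3 SD of compounds lying within the high and low control bounds, cut at about 19% in these data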;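 further: 0% = median of test compound wells and 100% = no enzyme DMSO wells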
Target sequence (Q9NZ20 whole entry, looked up): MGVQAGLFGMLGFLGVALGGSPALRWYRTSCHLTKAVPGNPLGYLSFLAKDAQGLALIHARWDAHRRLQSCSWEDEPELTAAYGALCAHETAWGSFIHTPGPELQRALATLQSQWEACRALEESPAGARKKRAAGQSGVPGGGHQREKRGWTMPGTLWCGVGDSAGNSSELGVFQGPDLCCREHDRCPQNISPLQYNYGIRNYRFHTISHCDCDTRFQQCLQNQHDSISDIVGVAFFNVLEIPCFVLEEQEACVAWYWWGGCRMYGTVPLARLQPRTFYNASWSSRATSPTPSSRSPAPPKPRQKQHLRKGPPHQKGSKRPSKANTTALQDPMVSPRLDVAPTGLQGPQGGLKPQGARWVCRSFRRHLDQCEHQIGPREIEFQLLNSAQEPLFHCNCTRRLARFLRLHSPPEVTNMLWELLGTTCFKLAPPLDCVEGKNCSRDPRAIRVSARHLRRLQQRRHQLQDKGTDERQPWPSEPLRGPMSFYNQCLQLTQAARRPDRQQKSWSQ
PG9 binder: small molecules binding HIV-1 gp120 antibody PG9; TR-FRET gp120-PG9 antibody binding; 360,000 compounds, 0.43% hits; AID 624416; inhibition, % at 6.7 µM; in the data active means inhibition above about 8.5%
ssDAF12 agonist: activates DAF-12 receptor from parasite S. stercoralis | AID 652126 | 370,000 compounds, 1% hits | HEK293 ssDAF-12/GRIP1 lit1-tk-luc reporter, luminescence; % of 3 µM dafachronic acid response | activation, % at 6.8 µM;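 active means activation above the mean over all tested compounds plus 3 SD, cut at about 0.9% in these data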;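 further: 0% = DMSO-only wells and 100% = 3 µM delta7-dafachronic acid wells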
hgDAF-12 ag: hgDAF-12 agonism, primary luciferase screen; HEK293 GAL4-hgDAF12 UAS-luciferase reporter, agonist luminescence; normalized to butyrate control; activation, % at 6.8 µM; 370,000 compounds, 1.8% hits;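 active means activation above a cutoff set at the mean of all screened compounds plus 3 SD, cut at about 10% in these data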;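 further: 0% = DMSO wells and 100% = sodium butyrate wells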
PLCb3 inh: blocks human PLC-beta3 enzyme activity; inhibition, % at 12.2 µM; Purified PLC-beta3, fluorogenic substrate, fluorescence; AID 720704; 370,000 compounds, 0.18% hits; Q01970; in the data active means inhibition above about 11%;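 further: 0% = median of compound wells on plate and 100% = full blocker control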
* = called active by the depositor; i = inactive; . = no result given.

Compound	DAX1 inh-1	hcDAF12 agonist	GAA850 FXN act	NR1D1 modulator	SMARCA2 act	DAX1 inh-2	sPLA2-III inh	PG9 binder	ssDAF12 agonist	hgDAF-12 ag	PLCb3 inh
Clc1ccc(/C=N/N2CCN(Cc3ccccc3)CC2)cc1	-0.6	-4.2	2.1	4	-4	0.7	9	1.1	0.5	1.1	-3
COc1cccc(NC(=S)NC(C)c2ccc(OC)c(OC)c2)c1 (configuration not stated)	-0.1	1.5	0.9	0	-2	-0.4	3	0.7	-0.8	2.8	1
Cc1nc2ccc(NC(=O)c3cc(Cl)ccc3F)cc2c(=O)[nH]1	.	-1.5	.	1	8	0.6	7	.	-1.0	8.8	-5
COc1ccc(CNC(=O)Nc2ccc(C)cc2)cc1	0.1	1.9	-1.1	5	2	0.9	3	-0.4	-1.0	5.2	1
Cc1ccc2[nH]c3c(N4CCc5ccccc5C4)ncnc3c2c1	-4.8	-3.2	-1.2	0	-5	-3.3	4	3.0	-1.7	-7.2	-41
O=C(COC(=O)c1cnccn1)NC1CCCc2ccccc21 (configuration not stated)	0.1	1.0	0.3	6	1	-0.6	1	-2.7	-1.2	-0.9	-3
Cn1c(=O)[nH]c2c(c1=O)CCO2	0.5	2.1	-0.7	2	0	-0.2	-2	-0.1	-0.2	-0.3	4
COc1ccccc1OCCC(=O)OCC(=O)Nc1cc(S(=O)(=O)N2CCOCC2)ccc1Cl	0.1	-1.2	-0.8	-1	-2	0.6	-13	-1.4	-1.6	1.3	0
Cc1cc(-c2cccs2)c2c(n1)sc1c(=O)[nH]c(=O)[nH]c12	-0.6	0.1	-1.3	-1	-2	1.5	5	-1.1	-1.4	-0.1	-42
C(=N\n1cnnc1)/c1ccc(OCc2cccc3ccccc23)cc1	-0.5	1.6	4.4	2	2	0.5	-4	-3.4	-1.0	5.3	3
N#Cc1nc(COc2ccccc2Cl)oc1NCc1cccnc1	0.5	-1.4	-1.2	-2	4	0.1	-10	-1.8	-1.4	0.5	-16
COC(=O)c1cc(-c2cccc([N+](=O)[O-])c2)c2c(=O)[nH]c(=O)n(C)c2n1	0.5	1.9	0.3	-3	-1	-0.4	0	-2.1	-0.6	-0.5	-2
Clc1ncccc1OCc1ccccc1	1.8	-0.4	3.7	-2	-1	0.3	3	1.3	-0.7	3.9	-4
Cc1cn(C(=O)CN2C(=O)c3ccccc3C2=O)c(C)n1	0.8	-0.1	-0.3	-3	-1	-0.4	-8	-0.9	-1.3	0.7	1
C[C@H](CO)N1C[C@H](C)[C@H](CN(C)Cc2ccncc2)OCc2ccccc2-c2c(n(C)c3ccccc23)C1=O	0.9	-0.2	2.8	3	3	0.3	-13	-0.6	-0.8	-0.3	4
N#Cc1c2n(c(=S)n(-c3ccccn3)c1=O)CCCCC2	-0.7	2.5	2.8	-4	-3	-0.8	-4	0.1	0.8	3.1	-5
COC(=O)C(C)Oc1ccc2cc(-c3ccccc3)c(=O)oc2c1 (configuration not stated)	0.3	1.0	0.5	-5	-1	-0.1	2	1.6	-0.8	0.4	i
COc1cccc2cc(C(=O)C3=C(O)C(=O)N(CCN4CCOCC4)C3c3ccc(Cl)cc3)oc12 (configuration not stated)	0.1	-0.7	-1.9	3	-2	-0.4	-11	1.3	-1.1	-1.5	2
CCSc1nnc(NC(=O)C(Cc2ccccc2)n2cccc2)s1 (configuration not stated)	0.8	-0.7	-1.7	13	3	0.1	-17	10*	-1.4	-2.0	-1
CCn1c(SCC(=O)c2cccs2)nnc1-c1cccs1	0.7	4.5	1.7	2	4	0.5	-32	-1.4	-0.2	0.2	-7

Three compounds out of the list above, ordered by their value in PG9 binder, smallest number first.
Structure | DAX1 inh-1 | hcDAF12 agonist | NR1D1 modulator | SMARCA2 act | DAX1 inh-2 | sPLA2-III inh | PG9 binder | ssDAF12 agonist | PLCb3 inh
N#Cc1nc(COc2ccccc2Cl)oc1NCc1cccnc1 | 0.5 | -1.4 | -2 | 4 | 0.1 | -10 | -1.8 | -1.4 | -16
N#Cc1c2n(c(=S)n(-c3ccccn3)c1=O)CCCCC2 | -0.7 | 2.5 | -4 | -3 | -0.8 | -4 | 0.1 | 0.8 | -5
COC(=O)C(C)Oc1ccc2cc(-c3ccccc3)c(=O)oc2c1 (configuration not stated) | 0.3 | 1.0 | -5 | -1 | -0.1 | 2 | 1.6 | -0.8 | i

(next part)
Compound	DAX1 inh-1	hcDAF12 agonist	GAA850 FXN act	NR1D1 modulator	SMARCA2 act	DAX1 inh-2	sPLA2-III inh	PG9 binder	ssDAF12 agonist	hgDAF-12 ag	PLCb3 inh
COc1ccc(CC(=O)Nc2cc(S(=O)(=O)N3CCCCC3)ccc2OC(C)C)cc1OC	-0.1	-2.7	2.9	-5	-1	-1.5	-12	0.7	-1.4	1.0	-1
CCN1CCN(c2ccc(NC(=O)c3ccc4c(c3)OCCO4)cc2C)CC1	3.2	4.2	1.8	0	11*	7.9*	-2	-2.6	-0.3	11*	0
Cc1c(Br)cc(C(=O)O)c(C)c1C	-0.4	4.8	-1.3	-1	1	-1.1	3	0.4	-1.0	1.4	3
O=C(C1=C[C@H](c2csc3ccccc23)C[C@H](OCc2ccc(CO)cc2)O1)N1CCOCC1	-0.3	-0.6	0.7	2	1	0.2	-15	-0.2	-1.3	-4.6	-3
Cc1cc(N/N=C\c2ccc(Br)cc2)nc(-n2nc(C)cc2C)n1	-2.2	-1.4	-2.5	6	-4	-0.4	-8	-0.2	-1.8	-1.3	-5
Cc1occc1-c1nnc(SCc2nnc(-c3ccc(Cl)cc3)o2)n1C	0.6	-2.0	-0.3	-2	-2	-0.8	-8	0.1	-1.3	-0.4	0
Cc1nc(SCC(=O)Nc2cccc(C(=O)O)c2)n[nH]1	0.3	3.4	-0.5	-1	-1	0.7	6	0.7	-1.1	-0.9	-6
Cc1ccc(S(=O)(=O)N(Cc2n[nH]c(=S)n2-c2ccccc2)c2ccccc2)cc1	-2.1	-1.1	0.6	-1	2	0.2	18	1.7	-1.2	-1.4	-5
CCc1nc2cccnc2n1-c1ccc(C(=O)O)cc1	0.1	3.9	2.1	-5	-1	0.4	-1	-1.8	-0.9	-0.4	-4
CC1CCc2nn(CC(=O)NCCCN3CCCC3=O)cc2C1 (configuration not stated)	2.7	-1.0	1.8	-1	8.7*	0.9	0	-0.1	-0.2	2.9	1
COc1ccc(Cn2c(=O)[nH]c3cc(C(=O)NC4CCN(Cc5ccccc5)CC4)ccc32)cc1	-1.9	-3.9	-0.6	5	-6	-2.2	-13	1.7	-1.8	-6.6	-2
CCOC(=O)/C(C#N)=C/c1cc2ccccc2nc1N1CCCCC1	-2.2	1.4	-0.3	43*	-2	-0.5	3	27*	-1.7	0.9	-10
O=c1nc2ccc(Cl)cn2c2ccc(S(=O)(=O)N3CCOCC3)cc12	1.9	-2.3	2.3	-3	-2	0.1	-9	0.0	-0.8	0.0	i
COCCOC(=O)c1c(C)oc2ccc(NS(=O)(=O)c3ccccc3)cc12	0.1	-2.6	3.9	4	0	0.0	-21	0.6	-1.8	-2.8	1
C=C(C)c1cccc(C(C)(C)NC(=O)NC2CC(C)(C)NC(C)(C)C2)c1	-0.3	1.3	-1.1	2	-4	0.1	8	0.0	-1.1	-3.1	5
COc1ccc(CCN(CC(=O)NC2CCCC2)C(=O)Cn2nnc(-c3ccc(C)o3)n2)cc1OC	0.6	-1.2	1.6	5	1	-0.7	-2	-2.3	-0.6	-4.7	2
N#CCCn1c(=S)[nH]c2ccccc21	0.9	1.0	2.4	-9	-2	0.1	1	0.1	-0.5	0.0	3
Cn1c(CCNC(=O)c2ccco2)nc2cc(NC(=O)NC3CCCCC3)ccc21	-0.9	0.5	2.4	-3	2	3.4	5	-0.4	-0.8	1.6	-4
Cc1cc(C)cc(OCC(=O)N/N=C/c2ccc([N+](=O)[O-])o2)c1	-3.5	-0.8	-0.9	2	0	-2.3	-6	-2.2	-2.0	-4.7	1
COCCNC(=O)c1cc(-c2ccccc2)nn1CC1CC(c2cccc([N+](=O)[O-])c2)=NO1 (configuration not stated)	-0.5	-2.1	-0.4	1	-1	-0.9	-7	0.9	-1.4	-2.5	6
COc1ccc(-c2cc3c(=O)n(CC(=O)Nc4ccc(Cl)cc4)ncn3n2)cc1	0.4	0.5	0.8	14	0	0.0	-2	-1.7	-0.9	4.8	-9
CCOC(=O)c1cc(NC(=O)N(CC)CC)c(C)nc1C	3.1	-1.9	1.1	-1	0	-0.9	-1	-0.1	-1.4	-0.9	-3
COCCNc1cc(C)c(C#N)c2nc3ccccc3n12	-1.1	-1.5	-2.3	-1	-2	-0.5	11	1.3	-1.1	-1.6	i
CCN(CC)CCNCC(O)(c1ccc(Cl)cc1)c1ccc(Cl)cc1	1.1	1.8	0.0	-4	-2	0.5	0	-2.1	-0.6	0.1	1
Cn1cc(C(=O)OCC2CCN(CCNS(C)(=O)=O)CC2)c2ccccc21	0.8	-0.5	1.6	1	-2	0.5	8	-0.5	-1.1	-0.1	-7
COc1cc(/C=C2\C(=N)N3N=C(N4CCOCC4)SC3=NC2=O)ccc1OC(=O)c1ccccc1	-0.8	0.3	0.5	2	-4	-0.2	-8	-1.4	-1.4	-3.2	-72
C/C(=N\NC(=O)c1nn(C)c(C)c1Br)c1cccc(NC(=O)c2ccoc2C)c1	2.5	5.9*	3.7	-10	6	5.0*	11	-0.7	0.2	16*	1
COc1ccc(NC(=S)N2c3ccccc3CC2C)cc1OC (configuration not stated)	0.3	0.8	0.6	3	-3	-1.8	-1	-1.4	-1.0	-3.4	-13
CC(=O)c1ccc(S(=O)(=O)N2CCC3(CC2)CC(=O)c2ccccc2O3)cc1	1.9	-0.3	0.1	0	2	-1.5	1	-1.3	-0.4	0.1	-7
CC(C)(C)NC(=O)COC(=O)c1ccccc1OCC(=O)Nc1ccc(Br)cc1	0.8	-0.2	4.5	-1	1	0.4	-1	-3.3	-1.0	5.4	2
COCCCn1c(SCC(=O)NC(C)(C)C)nnc1-c1cccs1	1.8	0.2	0.4	-2	3	-0.7	1	-1.6	-1.5	-1.4	-5
COc1cc(OC)c2c(c1)OC(=O)CC2c1ccc2c(c1)OCO2 (configuration not stated)	0.2	-1.2	1.7	-5	-2	-0.2	1	-1.2	-0.7	3.5	-34
COC(=O)c1ccc(/C=C/C(=O)OCC(=O)Nc2ncc(Cl)cc2Cl)cc1	-0.3	1.2	-0.1	2	-2	0.6	3	1.0	-0.8	2.4	-21
CC(C)(C)c1ccc(Nc2n[nH]c3ccccc23)cc1	.	13*	.	-2	0	11*	8	-1.4	2.9*	28*	-117
CCOC(=O)/C(C#N)=C/c1c(Oc2cccc(C)c2)nc2ccccn2c1=O	-0.3	0.8	-1.9	-1	-3	-0.7	8	1.1	-1.1	-1.1	-15
CCOC(=O)N1CCN(C(=O)CSc2nc(=O)n3ccc(C)cc3n2)CC1	1.1	1.6	0.6	0	0	-0.8	5	0.7	-0.4	0.2	-9
CC1Cc2c([nH]c3ccccc23)C2c3ccccc3CN12 (configuration not stated)	1.6	3.6	1.2	0	0	0.5	-6	0.0	-0.3	0.4	-40
CCOC(=O)C1(CCOC)CCCCC1=O (configuration not stated)	-0.6	-0.2	0.4	-2	-5	-0.1	10	1.6	-1.2	-2.2	1
